Assay outcomes: PubChem, several laboratories
KCNQ1 inh – blocks the human KCNQ1 potassium channel; P51787; 1.3% of 310,000 active; B-score at 10 µM; CHO-K1 KCNQ1, FluxOR thallium flux fluorescence; active compounds read high;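 active = compounds whose thallium flux B-score, printed positive for inhibition, exceeds three library SD while starting fluorescence stays within three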;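 note: channel opened by potassium depolarization with thallium stimulus after 20 min compound exposure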
KCNQ1 pot – human KCNQ1 channel potentiation or activation. B-score at 10 µM. 0.35% of 310,000 active. CHO-K1 KCNQ1, thallium flux FluxOR fluorescence; active compounds read high. P51787;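 active = fluorescence ratio B-score, a plate-corrected score, at least three library SD, with initial intensity B-score within 5 SD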
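Schedule – 37 °C overnight plating, 90-min dark dye load, 20-min compound pretreatment · System – stable KCNQ1 CHO-K1 line · Probe or stimulus – thallium- and potassium-containing depolarizing buffer · Measured by – kinetic FluxOR fluorescence, 10 s baseline plus 110 s post-stimulus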
GSK3beta inhib – human GSK3beta kinase inhibition | P49841 | GST-GSK3beta kinase, ADP-Glo luminescence, 60 min; active compounds read low | activity score (negative = inhibition), % at 10 µM | 0.038% of 300,000 active;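 active = more than half of replicate wells score below -50%, meaning over 50% inhibition versus plate controls; inconclusive = some replicates but at most half score below -50%; inactive = no replicate scores below -50%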;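 note: 0% = median DMSO wells and -100% = median GW8510 positive control wells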
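test system = GST-tagged human GSK3beta kinase, cell-free | reagent = 25 µM ATP with peptide substrate | dosing = one dose of 10 µM per compound | schedule = 60 min reaction, RT | detection = luminescent ADP-Glo measurement of ADP formed | control set = DMSO neutral wells and GW8510 at 20 µM as positive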
KCNK9 inh – human KCNK9 channel inhibition | AID 488922 | 1.2% of 310,000 active | HEK293 KCNK9, FluxOR thallium flux fluorescence; active compounds read low | B-score at 10 µM;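 active = ratio B-score over 3 SD below the library mean, with starting fluorescence within 5 SD of its mean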;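 note: negative B-score means less thallium flux so channel inhibition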
hERG protect – hERG (human) protection from proarrhythmic block; Q12809; CHO-hERG, FluxOR thallium flux, dofetilide IC70 present; activation (rescue from dofetilide block), less the hit threshold, % at 10 µM; 0.51% of 310,000 active;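 active = activation above the mean of controls blocked by dofetilide plus 5 SD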;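 note: thallium influx through hERG after potassium depolarization seen as dye fluorescence rise; in these data hits start at about 4.7%; inactives centre near -7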
HDAC3 inh – blocks human histone deacetylase 3; O15379; recombinant HDAC3, fluorogenic peptide/trypsin coupled, fluorescence; inhibition, % at 8.3 µM; 0.15% of 320,000 active; in the data active = inhibition above about 26%, passing the limit was not always enough; inconclusive = no clear call, values can overlap the other calls
GSK3 alpha inh – inhibitors of human GSK-3 alpha kinase; P49840; ADP-Glo luminescence, 60 min; inhibition, % at 10 µM; 0.1% of 320,000 active; AID 2650;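 in the data active = inhibition above about 50%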;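 note: GST-tagged GSK-3 alpha with peptide substrate and 25 µM ATP; 0% = DMSO neutral wells and 100% = GW8510 positive control wells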
Target sequence (P49840 whole entry, looked up): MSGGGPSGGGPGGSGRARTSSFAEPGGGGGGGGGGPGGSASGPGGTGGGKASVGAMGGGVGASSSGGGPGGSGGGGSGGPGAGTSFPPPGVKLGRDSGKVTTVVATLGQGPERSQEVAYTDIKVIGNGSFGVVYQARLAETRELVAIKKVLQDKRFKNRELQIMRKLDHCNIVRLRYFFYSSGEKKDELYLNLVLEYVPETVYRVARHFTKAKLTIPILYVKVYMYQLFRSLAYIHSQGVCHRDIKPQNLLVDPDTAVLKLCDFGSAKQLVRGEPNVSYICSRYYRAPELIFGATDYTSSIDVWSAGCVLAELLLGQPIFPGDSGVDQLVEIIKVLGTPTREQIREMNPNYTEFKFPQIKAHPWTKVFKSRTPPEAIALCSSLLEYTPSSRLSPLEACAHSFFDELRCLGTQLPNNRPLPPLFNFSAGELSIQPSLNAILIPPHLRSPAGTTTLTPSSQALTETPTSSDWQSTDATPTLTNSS
KCNK3 inh – human KCNK3 channel inhibition, primary screen; B-score at 10 µM; O14649; 0.84% of 340,000 active; CHO-KCNK3 thallium flux, FluxOR fluorescence; active compounds read low;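 active = B-score under library mean minus 4 SD, starting fluorescence ratio at most library mean plus 5 SD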;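 note: more negative B-score means stronger inhibition of thallium flux through KCNK3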
Target sequence (O14649 whole entry, looked up): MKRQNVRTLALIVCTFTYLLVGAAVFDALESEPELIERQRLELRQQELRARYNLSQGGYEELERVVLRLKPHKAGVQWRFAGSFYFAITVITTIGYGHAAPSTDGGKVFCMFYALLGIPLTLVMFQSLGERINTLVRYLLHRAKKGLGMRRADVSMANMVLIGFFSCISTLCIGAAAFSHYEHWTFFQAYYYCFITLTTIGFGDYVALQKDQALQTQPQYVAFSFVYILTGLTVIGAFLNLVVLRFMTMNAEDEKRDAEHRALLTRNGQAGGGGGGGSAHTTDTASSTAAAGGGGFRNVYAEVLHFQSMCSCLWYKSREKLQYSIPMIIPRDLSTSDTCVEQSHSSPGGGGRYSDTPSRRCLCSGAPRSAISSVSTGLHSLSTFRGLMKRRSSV
Dyrk1A ADPGlo – inhibitors of rat Dyrk1A kinase | Q63470 | ADP-Glo luminescence, NFATc1 peptide | inhibition, % at 12.5 µM | 0.43% of 310,000 active | AID 504441; in the data active = inhibition above about 50%;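 note: plate controls were vehicle with enzyme for no effect and no enzyme for full effect; many of its hits are not listed in these tables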
RGS4 pot – potentiators or activators of RGS4. 0.92% of 310,000 active. AID 463111. B-score at 10 µM. HEK293 M3R/inducible RGS4, carbachol calcium flux Fluo4; active compounds read low;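 active = B-score of the integrated calcium signal more than 4 SD below the library mean, with starting fluorescence not abnormally high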;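 note: negative B-score means reduced calcium response which marks RGS4 activation or potentiation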
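Material: M3R-expressing HEK293 line, RGS4 induced by doxycycline | Schedule: Overnight RGS4 induction, 30 min dye load 37 °C, 20 min compound RT | Measured by: Fluo4 fluorescence kinetic imaging of calcium | Read-out: Integrated calcium ratio converted to B score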
PolyA inh – blocks polyadenylation in yeast reporter cells; 0.02% of 300,000 active; S. cerevisiae SKY197-pL101 polyadenylation reporter, beta-gal luminescence; efflux-impaired pdr1/pdr3 knockout yeast; score 100 = 6 SD above DMSO; calls only at 12 µM; AID 1875;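 active = lowest replicate activity score at least 50, where 100 means six control SD above control mean; inconclusive = lowest score under 50 but half or more replicates reach 50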;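 note: yeast exposed to compound for 9 h at 30 °C; higher score means more reporter readthrough which indicates perturbed polyadenylation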
The depositor's hits bear a star; i = inactive; ? = inconclusive; nt = not tested or not shown.

SMILES | KCNQ1 inh | KCNQ1 pot | GSK3beta inhib | KCNK9 inh | hERG protect | HDAC3 inh | GSK3 alpha inh | KCNK3 inh | Dyrk1A ADPGlo | RGS4 pot | PolyA inh
CCCCCC(=O)Nc1ccccc1N1CCN(c2ccccc2)CC1 | i | i | 0 | -13* | -5 | 1 | -6 | -11* | 5 | i | i
O=C(Nc1cccc(-c2nn[nH]n2)c1)c1ccc(Br)s1 | i | i | -9 | i | -8 | nt | 14 | i | 92* | i | i
Nc1nnc(SCC(=O)N2CCc3ccccc3C2)s1 | i | i | 1 | i | -12 | 1 | 2 | i | -3 | i | i
O=C(Nc1nc2c(F)cc(F)cc2s1)C1COc2ccccc2O1 (stereo unspecified) | i | i | 0 | i | -3 | -1 | nt | i | 26 | i | i
Cc1cccc(OC2CCN(Cc3c(C(=O)N4CCCC4)nc4ccccn34)CC2)c1 | i | i | 1 | i | -14 | 3 | -2 | i | 2 | i | i
CS(=O)(=O)NCc1nnc(SCC(=O)NC2CCCCC2)n1-c1ccc(F)cc1 | i | i | 1 | i | -12 | -4 | -1 | i | 2 | i | i
CC(C)n1c(S(=O)(=O)O)nc2ccccc21 | i | i | 1 | i | -5 | 2 | -3 | i | -75 | i | i
CCN(CC)c1ccc(C2C(C(=O)OCCOC(C)C)=C(C)NC3=C2C(=O)CCC3)cc1 (stereo unspecified) | i | i | 1 | i | -8 | -1 | 6 | i | 13 | i | i
CCOC(=O)CSc1nc2nc(C)cc(C)n2n1 | i | i | -1 | i | -12 | 2 | -4 | i | 9 | i | i
CN(C)S(=O)(=O)c1ccc(NC(=O)CN2CCCc3ccccc32)cc1 | i | i | 1 | i | -11 | -11 | 1 | i | -3 | i | i
Cc1cc(S(N)(=O)=O)c(N)c(S(N)(=O)=O)c1 | i | i | -2 | i | -8 | -12 | 0 | i | 6 | i | i
CS(=O)(=O)c1ccc(-c2csc(-c3cccnc3)n2)cc1 | i | i | -1 | i | -3 | -2 | -2 | i | 10 | i | i
CCC1C2CN(C(C)=O)CC=C2C(C#N)=C(N)C1(C#N)C#N (stereo unspecified) | i | i | 0 | i | -9 | 1 | 5 | i | 0 | i | i
Cc1ccc(NC(=O)c2ccco2)c(NC(=O)CN2C(=O)c3ccccc3C2=O)c1 | i | i | 1 | i | -4 | 0 | -2 | i | 2 | i | i
N#CCCn1cc(/C=N/O)c(-c2cccc([N+](=O)[O-])c2)n1 | i | i | -26 | i | -8 | -3 | 64* | i | 20 | i | i
O=C(CSc1nnc(NC(=O)c2ccc(F)cc2)s1)NC1CC1 | i | i | 0 | i | -6 | -1 | 5 | i | -7 | i | i
O=C(COC(=O)c1ncc(Cl)c(Cl)c1Cl)Nc1ccc(Cl)cn1 | i | i | 1 | i | -8 | 1 | 1 | i | -11 | i | i
C[C@]12C=CC(=O)C=C1CC[C@@H]1[C@@H]2[C@@H](O)C[C@@]2(C)[C@H]1CC[C@]2(O)C(=O)COC(=O)CCC(=O)NCCc1ccc(O)cc1 | i | i | 2 | i | -9 | 3 | -1 | i | 5 | i | i
O=C(O)c1ccc(NS(=O)(=O)c2ccc(Cl)cc2)cc1 | i | i | -3 | i | -6 | ? | -5 | i | -5 | i | nt
Cc1ccc(NS(=O)(=O)c2sc3ccc(Cl)cc3c2C)cc1 | i | i | 2 | i | -2 | 0 | -2 | i | nt | i | i
O=C(c1cccc(F)c1)N1CCC(c2nc3ccccc3s2)CC1 | i | i | 4 | i | -13 | 1 | 0 | i | 0 | i | i
O=C(CNC(=O)c1nc[nH]c1C(=O)N1CCNCC1)OCc1ccccc1 | i | i | 2 | i | -2 | -2 | -8 | i | 10 | i | i
CCN1CCCC1CNC1=NCCCCC1 (stereo unspecified) | i | i | -3 | i | -10 | -1 | -1 | i | -7 | i | i
O=C1C(=O)N(CC2COc3ccccc3O2)c2ccccc21 (stereo unspecified) | i | i | -1 | i | -2 | -4 | -1 | i | 2 | i | i
CCc1nnc2n1N=C(c1ccc(Br)cc1)CS2 | i | i | 1 | i | -6 | 1 | -2 | i | -1 | i | i
O=C1c2cccnc2C(=O)N1CO | i | i | 1 | i | -1 | 1 | -1 | i | 3 | i | i
O=C(OCc1c(F)cccc1Cl)c1cccnc1Cl | i | i | 1 | i | -7 | -2 | -1 | i | 7 | i | i
c1ccc(CCNc2ncnc3c2cnn3-c2ccccc2)cc1 | i | i | -5 | i | -7 | 6 | -1 | i | 11 | i | i
CCCCNC(=O)CSc1nc(O)cc(=O)n1C1CCCC1 | i | i | -3 | i | -3 | 5 | -4 | i | -9 | i | i
COc1cc2nc(-c3cccs3)oc(=O)c2cc1OC | i | i | 6 | i | 0 | -2 | -5 | i | nt | i | i

Three compounds already listed, sorted by number of heavy atoms, largest number first:
SMILES | KCNQ1 inh | KCNQ1 pot | GSK3beta inhib | KCNK9 inh | hERG protect | HDAC3 inh | GSK3 alpha inh | KCNK3 inh | Dyrk1A ADPGlo | RGS4 pot | PolyA inh
O=C(CNC(=O)c1nc[nH]c1C(=O)N1CCNCC1)OCc1ccccc1 | i | i | 2 | i | -2 | -2 | -8 | i | 10 | i | i
O=C(c1cccc(F)c1)N1CCC(c2nc3ccccc3s2)CC1 | i | i | 4 | i | -13 | 1 | 0 | i | 0 | i | i
Cc1ccc(NS(=O)(=O)c2sc3ccc(Cl)cc3c2C)cc1 | i | i | 2 | i | -2 | 0 | -2 | i | nt | i | i

New compounds follow
SMILES | KCNQ1 inh | KCNQ1 pot | GSK3beta inhib | KCNK9 inh | hERG protect | HDAC3 inh | GSK3 alpha inh | KCNK3 inh | Dyrk1A ADPGlo | RGS4 pot | PolyA inh
Oc1ccccc1/C=N/n1c(-c2ccccc2)n[nH]c1=S | i | i | -1 | i | -13 | -5 | 10 | i | 36 | i | i
CCOC(=O)C1NN=C(C(=O)c2ccc(C)cc2)C1c1ccc(C)cc1 (stereo unspecified) | i | i | 2 | i | -3 | 9 | -2 | i | -2 | i | i
CCc1ccccc1N1C(=O)CC(Sc2nccc(C)n2)C1=O (stereo unspecified) | i | i | 0 | i | -6 | -4 | -2 | i | 12 | i | i
COc1ccc(NC(=O)CN(C)C(=O)c2sc3cc(Cl)ccc3c2Cl)cc1 | i | i | -2 | i | -8 | -6 | -1 | i | 2 | i | i
CCC(=O)NNC(=O)CCC(=O)Nc1cccc(Cl)c1C | i | i | -3 | i | -8 | 6 | -2 | i | 29 | i | i
CCOc1cc(/C=N\NC(=O)c2ccc(C)nc2)ccc1OC(=O)c1ccc(F)cc1 | i | i | -2 | i | -5 | -3 | 9 | i | 3 | i | i
Brc1cccc(OCCN2CCCCC2)c1 | i | i | 3 | i | -5 | -3 | 1 | i | 3 | i | i
C=CCn1c(=N)c(C(=O)NCCCOC)cc2c(=O)n3ccccc3nc21 | i | i | 1 | i | 0 | i | -12 | i | -7 | i | i
COc1ccc(C(=O)Cn2ccsc2=NC(C)=O)cc1 | i | i | -1 | i | -3 | -8 | 1 | i | 0 | i | i
CCCNC(=O)c1ccc(-c2nn(C)c(=O)c3ccccc23)cc1 | i | i | 0 | i | -4 | 1 | 10 | i | 10 | i | i
Cn1cc(C(=O)NC2CCCCCCC2)c(=O)c2cc(S(=O)(=O)N3CCCC3)ccc21 | i | i | 0 | i | -11 | -1 | -2 | i | -4 | i | i
O=C(Nc1cccc(C(=O)N2CCOCC2)c1)c1ccccc1Br | i | i | 0 | i | -14 | 2 | 4 | i | -7 | i | i
CCCCOC(=O)Nc1ccc(N(C)C)cc1 | i | i | -7 | i | -6 | 5 | -1 | i | -6 | i | nt
COc1ccc(N2C(=O)C(Cl)=C(N3CCN(Cc4ccccc4)CC3)C2=O)cc1 | i | i | -3 | i | -14 | nt | nt | i | -2 | i | i
CCOC(=O)/C=C1\SCC(=O)N1CCOc1cccc(Br)c1 | i | i | -5 | i | 0 | 2 | -3 | i | -11 | i | i
CCOC(=O)c1ccc(N=Nc2c(C)[nH]n(-c3ccccc3)c2=O)cc1 | i | i | -3 | i | -3 | 0 | -1 | i | nt | i | i
Cc1ccc(NS(=O)(=O)c2cccc(C(=O)NNC(=O)NC3CCCCC3)c2)c(C)c1 | i | i | 1 | i | -6 | -1 | 0 | i | -5 | i | i
CCOC(=O)N1CCN(c2nc(-c3cccs3)cc(C(F)(F)F)n2)CC1 | i | i | 2 | i | -10 | 2 | -1 | i | 4 | i | i
CCOc1ccc(/C=C2\CCC(C3CCCC3)C2=O)cc1 (stereo unspecified) | i | i | -1 | i | -3 | 5 | -1 | i | 3 | i | i
CC1(C(=O)Nc2nccs2)Cc2ccccc2C(=O)O1 (stereo unspecified) | i | i | -3 | i | -7 | -2 | -2 | i | 1 | i | nt
CCOC(=O)C1=C(C)OC(N)=C(C#N)C1c1c(C)nn(-c2ccc(C)cc2)c1Cl (stereo unspecified) | i | i | -3 | -9.8* | -20 | nt | nt | nt | nt | i | i
COc1cccc(C(O)c2cnc(C(C)C)n2C)c1 (stereo unspecified) | i | i | 2 | i | -20 | 4 | 9 | i | -3 | i | i
CCc1ccc(OCC(=O)OCC(=O)c2c(N)n(C)c(=O)n(C)c2=O)cc1 | i | i | 2 | i | 1 | 0 | -2 | i | 1 | i | i
CN(C)c1ccc(NC(=O)COC(=O)Cn2nnc3ccccc32)cc1 | i | i | 1 | i | -18 | -8 | 1 | i | -5 | i | i
O=C(CSc1n[nH]c(-c2ccccc2Cl)n1)NCc1cccc(C(=O)O)c1 | i | i | 0 | i | -6 | 3 | 0 | i | -1 | i | i
Cc1cccc(-c2cc(C(=O)Nc3c(C)n(C)n(-c4ccccc4)c3=O)c3ccccc3n2)c1 | i | i | 0 | i | -11 | -4 | 0 | i | -2 | -8.5* | i
CCO[C@@H]1OC(C(=O)N2CCN(Cc3ccc4c(c3)OCO4)CC2)=C[C@H](c2csc3ccccc23)[C@H]1CCCO | i | i | 4 | i | -13 | 3 | 2 | i | -2 | i | i
CNC(=O)c1ccc(NC(=O)CN2c3cccc4cccc(c34)S2(=O)=O)cc1 | i | i | nt | i | 14* | 7 | -1 | i | -8 | i | i
CC(=O)Nc1ccc(S(=O)(=O)N2CCC(C(=O)NC3CCCC3)CC2)cc1 | i | i | -4 | i | -6 | -6 | 0 | i | 6 | i | i
CCCCSCCCNC(=O)c1ccc(CS(=O)(=O)c2ccc(OC)cc2)o1 | i | i | -2 | i | -10 | 5 | -1 | i | nt | i | i
Cc1cc2oc(=O)cc(CN3CCOCC3)c2cc1O | i | i | -24 | i | -4 | 0 | 1 | i | 2 | i | i

The list is partial, so the mix of outcomes need not match the whole.
